# NCF1 inh: p47phox (human) inhibition; P14598; p47phox/p22phox peptide binding, fluorescence polarization, 2 h; inhibition, % at 24.7 µM; 220,000 tested, 0.53% active;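 active means inhibition above about 30%, limit read from the data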;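 further: 0% = p47phox with labelled peptide and 100% = labelled peptide alone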
# Target sequence (P14598 whole entry, looked up): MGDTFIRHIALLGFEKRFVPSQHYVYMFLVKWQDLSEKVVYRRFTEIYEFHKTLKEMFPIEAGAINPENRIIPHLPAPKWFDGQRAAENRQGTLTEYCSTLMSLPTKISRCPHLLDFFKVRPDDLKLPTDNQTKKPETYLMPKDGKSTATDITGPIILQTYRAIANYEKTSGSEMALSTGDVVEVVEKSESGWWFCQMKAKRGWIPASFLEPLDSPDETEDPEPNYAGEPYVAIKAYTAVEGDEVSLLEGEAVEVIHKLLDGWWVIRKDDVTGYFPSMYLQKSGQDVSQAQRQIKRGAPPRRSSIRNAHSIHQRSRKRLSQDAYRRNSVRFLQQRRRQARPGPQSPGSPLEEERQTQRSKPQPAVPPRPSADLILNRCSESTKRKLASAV
# NPY2 pot ag: potentiators or agonists of human neuropeptide Y receptor Y2; cells expressing NPY-Y2, potentiator/agonist read-out; activation, % at 3.6 µM; AID 1359; 220,000 tested, 0.45% active; in the data active means activation above about 27%;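 further: cells stimulated with NPY near EC25 plus isoproterenol at EC100; 0% = vehicle plus submaximal agonist and 100% = vehicle plus saturating agonist; some results beyond the cut were filed as inactive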
# BaF3 parental: counter-screen for JAK2V617F inhibitors: parental Ba/F3 viability inhibitors; CellTiter-Glo ATP luminescence; inhibition, % at 5.6 µM; 220,000 tested, 1.1% active;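 active means inhibition above a per-campaign cutoff, the mean inhibition of all tested compounds plus 3 SD, cut at about 27% in these data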;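 further: 0% = DMSO wells and 100% = JAK Inhibitor I control wells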
# Ba/F3 V617F tox: reduce viability of Ba/F3 cells dependent on JAK2V617F; Ba/F3 EpoR-JAK2V617F viability, ATP luminescence; inhibition, % at 5.6 µM; 220,000 tested, 1.1% active;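 active means inhibition above the campaign mean plus 3 SD over all tested compounds, cut at about 24% in these data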;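 further: cytokine-independent growth of Ba/F3 cells driven by EpoR plus mutant JAK2; 0% = DMSO-treated cells and 100% = JAK inhibitor I control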
# CHOP inh: CHOP inhibition in unfolded protein response | CHO-K1 CHOP-promoter luciferase, tunicamycin-induced, 15-18 h | inhibition, % at 10 µM | 220,000 tested, 3.8% active;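 active means compounds that reduced the stress-induced luciferase reporter signal by more than about 70% of percent inhibition, limit read from the data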;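 further: 0% = tunicamycin plus vehicle and 100% = wells without tunicamycin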
# NPY1 pot ag: human NPY-Y1 potentiation or agonism, primary screen; P25929; 220,000 tested, 0.37% active; AID 1304; activation, % at 3.6 µM; NPY-Y1 expressing cells, potentiator/agonist activation; in the data active means activation above about 33%, passing the limit was not always enough;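 further: cells stimulated with NPY at EC10 then isoproterenol at EC100; 0% = low agonist plus stimulus and 100% = saturating agonist plus stimulus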
# NPY-Y1 antag: blocks the human neuropeptide Y Y1 receptor; P25929; HEK293-CNG Y1 cells, membrane potential fluorescence; NPY at EC95, then isoproterenol; inhibition, % at 3.6 µM; 200,000 tested, 1% active;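 active means inhibition above the campaign mean inhibition of all tested compounds plus 3 SD, cut at about 20% in these data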;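 further: 0% = DMSO wells given NPY plus isoproterenol and 100% = isoproterenol alone without NPY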
#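 System: HEK293 cells with Y1 receptor plus CNG channel / Probe or stimulus: NPY 25 nM then isoproterenol 1 µM plus Ro 20-1724 25 µM / Compound: one concentration, 3.6 µM, in 0.4% DMSO / Schedule: compound incubation 1 h at room temperature, readout 45 min post-stimulation / Measured by: membrane potential fluorescence / Read-out: % inhibition of NPY effect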
# S1P4 agonist: activates the human S1P4 receptor; O95977; S1P4-expressing cell line, agonist reporter assay; activation, % at 4.98 µM; 220,000 tested, 0.35% active; AID 1509; in the data active means activation above about 11%;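 further: 0% = DMSO vehicle and 100% = reference agonist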
# Target sequence (O95977 whole entry, looked up): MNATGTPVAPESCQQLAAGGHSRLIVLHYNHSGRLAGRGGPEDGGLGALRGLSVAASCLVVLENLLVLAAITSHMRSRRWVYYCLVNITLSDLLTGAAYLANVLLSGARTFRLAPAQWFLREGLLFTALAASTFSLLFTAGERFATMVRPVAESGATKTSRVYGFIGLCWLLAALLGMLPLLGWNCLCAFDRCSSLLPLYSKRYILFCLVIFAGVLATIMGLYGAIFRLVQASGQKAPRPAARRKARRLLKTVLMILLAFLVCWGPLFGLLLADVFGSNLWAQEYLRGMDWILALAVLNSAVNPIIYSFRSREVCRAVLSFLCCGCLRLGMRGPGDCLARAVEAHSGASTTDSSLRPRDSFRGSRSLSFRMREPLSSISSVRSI
# S1P4 antag: human S1P4 receptor antagonism. O95977. S1P4-expressing cells, antagonist mode, reporter read-out. inhibition, % at 4.98 µM. 220,000 tested, 0.26% active; in the data active means inhibition above about 29%;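 further: 0% = wells stimulated with agonist and 100% = vehicle wells without agonist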
# Active calls of the source: *; / = not tested or not shown.
# Order of results: NCF1 inh	NPY2 pot ag	BaF3 parental	Ba/F3 V617F tox	CHOP inh	NPY1 pot ag	NPY-Y1 antag	S1P4 agonist	S1P4 antag
(1) O=C(Cn1c(=O)oc2cc(S(=O)(=O)NCc3ccccc3)ccc21)N1CCCC1
 : 0.0	-6.6	1.2	1.1	15.7	2.5	/	1.3	-6.3
(2) O=C1NC(=Nc2ccccc2)S/C1=C/c1cccnc1
 : -3.0	5.3	1.1	-4.9	12.4	4.1	1.5	-0.2	-3.1
(3) CCOc1cc(/C=N/NC(=O)CSc2nnc(C)s2)ccc1OCc1ccccc1Cl
 : -0.2	2.5	-2.5	-2.0	34.3	-20.6	-4.3	1.1	-16.1
(4) O=C(c1ccc(F)cc1)c1cnc(Nc2ccccc2)s1
 : 0.0	-4.8	7.0	1.9	60.9	3.4	2.8	0.4	-11.6
(5) Cc1cccc(NC(=O)NC(C)C(c2ccccc2)N2CCN(C)CC2)c1 (centres undefined)
 : -6.4	-9.9	2.5	5.8	9.0	-8.3	2.5	-2.5	10.9
(6) CCOC(=O)Cc1csc(NC(=O)CSc2nnc(-c3ccc(C)cc3)o2)n1
 : -4.5	-6.0	-2.2	-4.4	77.5*	2.0	-6.7	1.0	12.9
(7) O=C(/C=C/c1ccccc1Cl)NCc1ccco1
 : 4.4	-4.2	2.9	-2.8	24.3	8.7	5.8	0.7	4.8
(8) CC(C)(C)n1nnnc1C(c1cc2cc3c(cc2[nH]c1=O)OCCO3)N1CCSCC1 (centres undefined)
 : 1.8	4.0	5.1	-0.2	-7.9	0.0	-1.4	0.1	-0.2
(9) CCCOc1ccc(/C(O)=C2/C(=O)C(=O)N(CCOC)C2c2cccnc2)cc1 (centres undefined)
 : -5.6	16.7	-0.8	-4.2	-13.4	17.1	0.6	2.2	-6.9
(10) O=C(O)Cc1cc2c(s1)CCCCC2
 : -9.8	-15.3	0.9	-3.5	38.4	-41.9	4.8	0.7	0.5
(11) O=C(O)CCCN=CC1=C(O)C(C(=O)c2ccccc2)CCC1=O (centres undefined)
 : -5.3	-19.5	4.5	0.0	28.6	-25.9	-1.0	0.5	-11.8
(12) Nc1ccccc1-c1nnc(-c2ccccc2N)n1N
 : 4.7	-0.2	4.0	4.1	-7.4	0.8	0.6	-1.0	20.6
(13) O=c1oc2ccccc2c2c1nnn2CCO
 : 4.1	-5.4	6.9	-1.1	19.9	16.7	4.1	-0.3	0.0
(14) N#Cc1ccccc1S(=O)(=O)N1CCN(c2ccc(S(=O)(=O)N3CCOCC3)cn2)CC1
 : 1.9	6.0	1.6	-0.8	4.3	1.6	-1.2	0.6	-26.5
(15) Cc1csc(NC(=O)c2ccc(N3CCCC3=O)cc2)n1
 : -5.4	12.0	10.1	-2.6	45.3	8.0	-1.9	2.7	-5.1
(16) N=C1C(c2ccccc2)=C(O)CN1c1cccc(S(N)(=O)=O)c1
 : -23.3	0.1	8.4	-3.0	-12.8	0.9	-1.2	0.4	-7.6
(17) CCOC(=O)N1CCN(S(=O)(=O)c2ccc(OCC)c(C)c2)CC1
 : 3.2	1.0	1.3	-4.3	49.8	-13.0	1.4	0.0	8.7
(18) C=CCn1c(SCc2nc3cc(C(F)(F)F)ccc3c(=O)[nH]2)nc2sc(CC)cc2c1=O
 : -29.4	-8.6	2.4	-1.9	35.1	-36.6	10.5	0.3	-17.1
(19) COc1ccc(N=Nc2n(C)c3ccccc3[n+]2C)cc1
 : 1.2	-6.0	21.9	25.9*	63.1	6.5	/	-1.4	30.4*
(20) CN(C)c1ccc(/C=N/NC(=S)NCc2ccco2)cc1
 : -6.5	7.6	6.9	3.0	3.6	10.6	2.1	1.8	-5.9

# Just CHOP inh, NPY1 pot ag and NPY-Y1 antag (four entries from above):
No. | Structure | CHOP inh | NPY1 pot ag | NPY-Y1 antag
17 | CCOC(=O)N1CCN(S(=O)(=O)c2ccc(OCC)c(C)c2)CC1 | 49.8 | -13.0 | 1.4
5 | Cc1cccc(NC(=O)NC(C)C(c2ccccc2)N2CCN(C)CC2)c1 (centres undefined) | 9.0 | -8.3 | 2.5
7 | O=C(/C=C/c1ccccc1Cl)NCc1ccco1 | 24.3 | 8.7 | 5.8
11 | O=C(O)CCCN=CC1=C(O)C(C(=O)c2ccccc2)CCC1=O (centres undefined) | 28.6 | -25.9 | -1.0

# New compounds follow.
# Order of results: NCF1 inh	NPY2 pot ag	BaF3 parental	Ba/F3 V617F tox	CHOP inh	NPY1 pot ag	NPY-Y1 antag	S1P4 agonist	S1P4 antag
(21) C=CCn1c(SCc2nc3sc(C(=O)O)c(C)c3c(=O)[nH]2)nnc1-c1ccc(C(C)(C)C)cc1
 : -30.4	-20.7	-1.8	1.8	-0.6	12.0	/	-0.7	-11.0
(22) O=C(O)c1[nH]c2ccc(Cl)cc2c1CCN1C(=O)c2ccccc2C1=O
 : -17.7	-7.0	1.3	-3.9	6.0	-6.2	/	0.5	-7.8
(23) O=C(NC1CC1)C1=C[C@H](c2ccc3c(c2)OCO3)C[C@H](OCc2ccc(CO)cc2)O1
 : /	-7.3	-4.9	1.8	8.7	-1.5	-1.6	-0.5	5.9
(24) Cc1ccc(C)c(NC(=O)c2nnn(Cc3ccccc3C)c2N)c1
 : -10.8	1.0	5.1	-0.3	31.5	-4.2	0.1	0.8	-5.6
(25) COc1cnc(SCCC(F)=C(F)F)[nH]c1=O
 : -3.5	-5.6	10.7	3.1	-4.8	0.7	4.5	-2.0	5.5
(26) O=C(COc1cccc(F)c1)N1c2ccccc2Sc2ccccc21
 : -18.3	13.8	2.5	-3.5	29.8	13.8	1.7	0.7	4.8
(27) CCCCCCCC(=O)OCC(O)CO (centres undefined)
 : 10.2	-9.8	2.3	-3.7	11.8	-30.6	4.2	-2.6	-1.7
(28) Nc1c(C(=O)NC2CCCCC2)nsc1C(=O)OCC(=O)NC1CCCCC1
 : -15.4	-4.8	5.2	-2.6	22.8	-2.8	3.3	1.1	-3.0
(29) O=C(NCc1ccccn1)Nc1cccc(Cl)c1
 : -4.9	-1.9	-0.6	-2.4	-11.9	26.3	1.8	-0.2	-3.0
(30) O=C1/C(=C/c2cccnc2)CCC/C1=C\c1cccnc1
 : -4.0	-23.3	-5.9	-3.0	62.9	-25.7	1.0	1.3	-10.1
(31) O=C(Nc1cccc(C(F)(F)F)c1)C(SCCO)c1ccccc1 (centres undefined)
 : -13.4	3.7	4.7	-1.2	17.2	7.7	1.8	4.0	-10.0
(32) Fc1ccc(-c2csc(-c3ccccn3)n2)cc1F
 : 7.0	-0.4	0.4	-1.4	13.1	-2.1	5.9	0.2	-24.4
(33) CN(c1ccc(OCC(=O)NC2=NCCS2)cc1)S(=O)(=O)c1ccc(F)cc1
 : -8.8	-3.8	-2.0	3.4	-3.4	14.7	/	0.9	9.9
(34) O=C(CSc1nc(-c2ccccc2)cs1)NCCN1C(=O)CSC1=O
 : -7.2	-14.4	10.1	5.7	14.5	2.8	3.2	-0.5	-3.8
(35) O=C(CSc1ncccn1)Nc1cc(Cl)ccc1[N+](=O)[O-]
 : 11.0	-7.4	3.3	2.6	7.5	6.8	8.9	1.9	-15.9
(36) C=CCNC(=O)CSc1nc2cc(C(=O)OCC)ccc2n1CC
 : -3.9	7.2	1.4	-0.7	-22.7	0.3	-5.3	1.5	-5.2
(37) CSc1cc(-c2ccccc2)n(Cc2ccc(Cl)cc2Cl)c(=O)c1C#N
 : -13.8	-10.6	4.4	1.4	10.4	-13.0	24.3*	1.3	8.8
(38) CC1=NN(C(=O)COc2ccccc2C)C(O)(c2ccc(Cl)cc2)C1 (centres undefined)
 : 1.1	9.5	1.7	-3.6	5.5	-1.1	0.7	-3.4	1.1
(39) Cc1[nH][nH]c(=O)c1C(c1ccc([N+](=O)[O-])cc1)c1c(C)[nH][nH]c1=O
 : 5.3	9.6	5.3	-2.4	15.5	4.3	/	1.2	0.1
(40) O=C(NCCN1CCN(C(=O)c2cccs2)CC1)c1cccs1
 : -2.1	-3.4	0.0	-3.1	-1.9	-12.4	-2.9	-0.1	-15.2
(41) CCCn1c(CCC(=O)O)ccc1-c1ccccc1
 : -1.7	-4.3	2.9	0.2	-25.4	-11.3	6.2	1.4	11.4
(42) O=C(N/N=C/c1cc(Cl)cc([N+](=O)[O-])c1O)NC12CC3CC(CC(C3)C1)C2
 : -8.1	9.2	2.5	-2.8	80.5*	22.7	-3.1	1.0	-16.5
(43) C/C(=N\NC(=O)c1ccccc1)c1ccc2c(c1)OCO2
 : -7.9	-4.3	4.4	-3.8	-6.0	4.7	0.2	-2.1	-6.8
(44) COc1ccc(N2C(=O)CC(N3CCC(C(N)=O)CC3)C2=O)cc1 (centres undefined)
 : -10.5	0.9	5.5	3.0	-16.2	2.6	0.1	1.1	0.0
(45) C=CCSc1nnc(Cc2cc(=O)[nH]c(=O)[nH]2)n1-c1cc(C)ccc1C
 : -16.6	3.0	2.1	2.3	-20.9	-10.4	5.0	-0.3	-1.8
(46) CCC(=NCc1ccccc1)c1c(C(F)(F)F)[nH]n(-c2nc3ccccc3s2)c1=O
 : -23.2	2.0	8.2	2.2	3.2	1.9	-1.8	-1.3	1.2
(47) CC(C)c1ccc2c(c1)C(c1ccc(N3CCOCC3)cc1)=NNC(c1cccs1)=N2
 : -18.4	-16.8	2.3	-0.3	15.0	1.1	-1.8	0.3	-5.8
(48) COc1ccc(S(=O)(=O)N2CCC(C(=O)N3CCc4ccccc4C3)CC2)cc1C
 : -3.2	-7.4	0.9	-4.2	34.9	0.3	5.7	0.5	0.3
(49) COc1ccc(NC(=O)CSc2nnc(-c3ccccn3)n2N)cc1
 : -1.7	6.2	2.8	-2.1	-27.3	6.7	-1.2	-0.7	-7.4
(50) C=CCc1cccc2cc(C(=O)Nc3ccc(S(=O)(=O)Nc4nnc(CC)s4)cc3)c(=O)oc12
 : -36.1	14.3	3.5	-1.1	72.4*	-12.5	0.9	-0.2	-32.3
(51) C/C(CC(=O)Nc1ccc2c(c1)OCO2)=N\NC(=O)OC(C)(C)C
 : 5.8	-4.1	1.7	0.4	37.4	3.6	1.4	-0.1	4.0
(52) COc1ccc(Cl)c(NC(=O)Nc2c(C)n(-c3ccccc3)c(=O)n2C)c1
 : -5.1	-12.8	11.1	7.9	-2.4	-13.5	10.3	-0.5	-7.6
(53) COc1ccccc1C(C[N+](=O)[O-])c1c(N)n(C)c(=O)n(C)c1=O (centres undefined)
 : -8.3	-13.2	4.5	37.1*	-145.1	12.8	/	1.6	5.5
(54) O=C(CCSCc1ccccc1Cl)NC1CCCC1
 : 9.2	9.2	2.7	-5.2	-28.2	7.5	-2.8	-1.2	-5.0
(55) CN(C(=O)c1ccc2c(=O)n3c(nc2c1)CCCCC3)c1ccccc1
 : -11.6	-2.9	4.7	-0.8	8.4	-19.1	8.1	0.6	4.4
(56) CC12CCC(C(=O)N(CC(O)CN3CCCCCC3)C1=O)C2(C)C (centres undefined)
 : -17.6	8.8	8.3	3.1	-15.0	-11.3	3.6	-0.5	-25.6
(57) COc1cc(OC)cc(C(=O)NC(=S)N2CCN(c3ccc(C(F)(F)F)cc3[N+](=O)[O-])CC2)c1
 : -5.3	1.6	1.4	1.4	34.6	-6.4	3.6	1.0	10.7
(58) COc1ccc(Cc2noc(-c3ccc([N+](=O)[O-])cc3)n2)cc1OC
 : -13.2	0.9	0.1	-4.6	14.0	6.5	/	-0.1	-26.2
(59) O=C(Cc1ccccc1)N/N=C/c1ccc(OC(=O)/C=C\c2ccco2)cc1
 : -29.7	9.1	7.1	-2.9	-4.0	8.3	4.0	-1.1	-1.3
(60) COCCCN1C(=O)c2ccccc2C1C(=O)NC1CCCCCC1 (centres undefined)
 : -11.4	-4.1	5.0	-1.2	-7.7	-29.5	5.0	1.2	-12.2

# Bioassay records as filed in PubChem.
